Screens from PubChem BioAssay.
Bim-Bcl-XL: inhibitors of Bim-Bcl-XL interaction, human | Q07817 | inhibition, % at 10 µM | Bim peptide-Bcl-XL binding, bead flow cytometry, fluorescence | 190,000 tested, 0.04% active
Target sequence (Q07817 whole entry, looked up): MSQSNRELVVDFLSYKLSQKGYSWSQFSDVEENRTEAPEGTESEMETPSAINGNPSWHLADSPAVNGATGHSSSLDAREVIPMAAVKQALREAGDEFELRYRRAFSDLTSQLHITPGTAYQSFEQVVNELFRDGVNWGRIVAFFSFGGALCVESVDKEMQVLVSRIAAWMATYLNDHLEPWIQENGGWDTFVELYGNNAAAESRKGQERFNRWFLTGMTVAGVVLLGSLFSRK
Bcl-B Bim block: inhibitors of Bim-Bcl-B interaction, human; Q9HD36; bead-based flow cytometry, Bim peptide-Bcl-B binding; inhibition, % at 10 µM; 190,000 tested, 0.073% active;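 note: 0% = tracer peptide without compound and 100% = reference inhibitor peptide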
Target sequence (Q9HD36 whole entry, looked up): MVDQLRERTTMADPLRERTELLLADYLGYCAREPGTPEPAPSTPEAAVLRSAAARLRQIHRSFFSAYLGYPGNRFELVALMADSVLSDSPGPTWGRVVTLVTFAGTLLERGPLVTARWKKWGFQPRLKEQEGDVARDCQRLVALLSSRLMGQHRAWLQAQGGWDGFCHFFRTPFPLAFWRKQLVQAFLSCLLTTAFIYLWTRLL
Mcl1 Noxa PPI: disrupts binding of human Mcl-1 to Noxa peptide; TR-FRET Mcl-1/Noxa peptide binding, 2 h; Q07820; 220,000 tested, 1.5% active; inhibition, % at 21.7 µM;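 active = compounds that cut the protein-peptide binding signal by more than 50% relative to plate controls in a single-dose test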;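 note: His-tagged Mcl-1 with rhodamine Noxa BH3 peptide and terbium anti-His antibody; 0% = Mcl-1 plus Noxa peptide wells and 100% = peptide-only wells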
RGS4-Gao reg: modulates binding of RGS4 to human Galphao; P09471; Multiplexed bead flow cytometry; actives lie on both sides; binding response (% of control), % at 10 µM; 220,000 tested, 0.33% active; in the data active = binding response below about 49% or above about 150%; inactive = in between;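 note: fluorescent Galphao activated with aluminum fluoride binding bead-coupled RGS4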
Bim-Bfl-1: human Bim-Bfl-1 interaction inhibition. 190,000 tested, 0.12% active. Bead-based flow cytometry, Bim-Bfl-1 binding inhibition. inhibition, % at 10 µM;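 note: 0% = wells without compound plus tracer and 100% = blocker peptide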
Bcl-W Bim block: disrupts Bim peptide binding to human Bcl-W | Q92843 | bead-based flow cytometry | inhibition, % at 10 µM | 190,000 tested, 0.02% active | AID 952;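 note: 0% = bound tracer without compound and 100% = peptide blocker; higher means less fluorescent Bim peptide bound to Bcl-W beads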
Target sequence (Q92843 whole entry, looked up): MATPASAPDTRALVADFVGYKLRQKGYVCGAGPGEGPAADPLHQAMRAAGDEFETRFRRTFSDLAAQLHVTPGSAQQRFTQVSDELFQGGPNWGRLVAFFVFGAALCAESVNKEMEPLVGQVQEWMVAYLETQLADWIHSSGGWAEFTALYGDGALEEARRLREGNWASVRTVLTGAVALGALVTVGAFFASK
Bcl-2 Bim block: human Bim-Bcl-2 interaction inhibition. Bead-based flow cytometry, Bim peptide-Bcl-2 binding. inhibition, % at 10 µM. 190,000 tested, 0.06% active. AID 950; in the data active = inhibition above about 40%; inconclusive = no clear call, values can overlap the other calls;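 note: 0% = no compound wells with probe peptide and 100% = reference peptide inhibitor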
Target sequence (P10415 whole entry, looked up): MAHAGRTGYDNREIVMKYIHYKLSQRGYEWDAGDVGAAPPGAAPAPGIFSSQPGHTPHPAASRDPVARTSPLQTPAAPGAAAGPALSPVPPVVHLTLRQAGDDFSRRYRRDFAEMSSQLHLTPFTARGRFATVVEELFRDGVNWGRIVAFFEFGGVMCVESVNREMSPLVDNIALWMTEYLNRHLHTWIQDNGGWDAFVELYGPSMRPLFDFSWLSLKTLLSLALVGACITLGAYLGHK
RGS7-Gao reg: modulates binding of RGS7 to human Galphao; Multiplexed bead flow cytometry; actives lie on both sides; 220,000 tested, 0.35% active; P09471; binding response (% of control), % at 10 µM; in the data active = binding response below about 49% or above about 150%; inconclusive = no clear call, values can overlap the other calls; inactive = in between;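 note: fluorescent Galphao held in activated GDP-AlF4 state binding bead-coupled RGS7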
Mcl-1 Bim block: inhibitors of Bim-Mcl-1 interaction, human; Bead-based flow cytometry, Bim peptide-Mcl-1 binding; AID 1009; Q07820; inhibition, % at 10 µM; 190,000 tested, 0.1% active;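 note: 0% = no compound tracer wells and 100% = peptide blocker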
RGS8-Gao: human RGS8-Galphao interaction regulation; AID 1423; multiplexed bead flow cytometry, RGS8-Galphao binding; actives lie on both sides; P09471; response (percent of control binding), % at 10 µM; 220,000 tested, 0.34% active; in the data active = response below about 60% or above about 140%; inactive = in between;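 note: Galphao activated as the GDP aluminium fluoride complex binding bead-coupled RGS8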
Mcl1 Bid PPI: disrupts binding of human Mcl-1 to Bid peptide; AID 1021; 220,000 tested, 0.97% active; inhibition, % at 21.7 µM; TR-FRET Mcl-1/Bid-Dy647 peptide binding, 1536-well; Q07820;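 active = compounds that cut the binding signal by more than half at the single screening dose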;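 note: His-tagged Mcl-1 with europium anti-His antibody binding Bid BH3 peptide; 0% = Mcl-1 plus peptide wells and 100% = peptide-only wells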
* = called active by the depositor; ? = inconclusive; nt = not tested or not shown. Cut-off read from the data, not from the text of the source, unless noted: active = inhibition above about 40%.

Compound	Bim-Bcl-XL	Bcl-B Bim block	Mcl1 Noxa PPI	RGS4-Gao reg	Bim-Bfl-1	Bcl-W Bim block	Bcl-2 Bim block	RGS7-Gao reg	Mcl-1 Bim block	RGS8-Gao	Mcl1 Bid PPI
Cc1cc2cc(CNC(=O)c3cccs3)ccc2[nH]1	-4	-12	18	100	-8	3	-8	98	0	99	-32
CC12CC(c3ccccc3O1)N(C(=O)c1ccco1)C(=S)N2c1ccc(F)cc1 (centres undefined)	-9	-14	11	97	-16	1	-16	100	-6	100	-1
COc1ccc(NC(=O)c2c(C)nn(Cc3ccccc3)c2Cl)cc1S(=O)(=O)N1CCOCC1	3	6	18	99	7	1	4	?	2	100	-7
O=C(CCSc1nc(-c2ccco2)cc(C(F)(F)F)n1)N1CCN(c2ccccc2)CC1	-6	-10	12	100	-9	-3	-7	101	-3	99	-17
Cc1cc(Nc2ccccc2)n(CCC#N)n1	-2	-2	20	100	-9	0	-9	97	0	103	-41
CC1(C)Cc2c(sc3nc4n(-c5ccccc5)cnn4c(=O)c23)CO1	nt	nt	1	89	nt	nt	nt	?	nt	95	-15
Cc1nn2c(C)c(C(=O)Nc3ccccc3)cnc2c1C#N	-7	-6	8	101	-16	1	-13	100	0	100	-6
CCOC(=O)CC1C(=O)NCCN1S(=O)(=O)c1ccccc1 (centres undefined)	0	0	-6	101	-2	1	-2	92	0	103	-15
COc1ccc(/C=N/NC(=O)c2cccc(NC(C)=O)c2)c(C(=O)O)c1OC	-4	0	3	94	0	-2	1	96	0	96	3
O=C(O)CCC(=O)Nc1ccccc1C(=O)NC1CCCCC1	-6	-9	6	98	-14	-1	-15	102	-2	101	-21
OC1CCN(Cc2cccc3ccccc23)CC1	nt	nt	1	98	nt	nt	nt	?	nt	102	18
Nc1nc(CCOc2ccc(F)cc2)cs1	-2	-6	9	98	-4	-5	-3	96	-1	99	-38
COCCN1C(=O)N[C@H](c2cccc(C(F)(F)F)c2)C(C(=O)OC)=C1C	0	-2	-3	99	-2	-2	0	97	1	102	-19
CCOCCCNC(=O)C(Cc1ccccc1)NS(=O)(=O)c1ccc2c(c1)c(=O)n(C)c(=O)n2C (centres undefined)	-1	-4	-13	100	-7	-2	-4	101	-3	98	-2
N#C/C(=C\c1cccnc1)c1nc2ccccc2[nH]1	nt	nt	11	107	nt	nt	nt	?	nt	106	-5
COc1ccc(C(=O)CN(Cc2ccccc2)C2=NCCS2)cc1	-6	-7	14	100	-5	-5	-6	100	-3	101	-2
COc1cc(-c2ccc(=O)[nH]n2)ccc1OC(F)F	-3	-3	10	99	-1	-4	-3	96	-1	102	5
O=C(Cc1coc(-c2ccc(F)cc2)n1)NC1CCCCC1	3	-7	-11	97	-9	3	-4	98	-1	97	-4
Cc1cc(CO)nn1-c1ccc([N+](=O)[O-])cc1	nt	nt	-17	94	nt	nt	nt	?	nt	96	0
O=C(CCCN1C(=O)c2cccc3cccc(c23)C1=O)Nc1nccs1	nt	nt	-18	105	nt	nt	nt	?	nt	101	-38
CC(C)C[C@H](NC(=O)c1[nH]cnc1C(=O)N[C@@H](C)c1ccccc1)C(=O)OCc1ccccc1	nt	nt	-101	106	nt	nt	nt	?	nt	102	-41
Cc1ccc(/C=C/C(=O)Nc2ccc(O)c3c(=O)cc(-c4ccccc4Cl)oc23)cc1	nt	nt	18	99	nt	nt	nt	?	nt	100	-44
CC1=C(C(=O)Nc2cc(C)ccn2)C(c2cnn(C)c2)C2=C(CC(c3ccccc3)CC2=O)N1 (centres undefined)	-7	-7	26	91	0	-1	0	99	-3	92	-1
CC(C)Cc1cc(C(=O)O)n[nH]1	1	1	11	98	0	0	0	104	0	99	0

Three structures from above, sorted by length of the SMILES, ascending.
Compound	Bim-Bcl-XL	Bcl-B Bim block	Mcl1 Noxa PPI	RGS4-Gao reg	Bim-Bfl-1	Bcl-W Bim block	Bcl-2 Bim block	RGS7-Gao reg	Mcl-1 Bim block	RGS8-Gao	Mcl1 Bid PPI
COc1ccc(C(=O)CN(Cc2ccccc2)C2=NCCS2)cc1	-6	-7	14	100	-5	-5	-6	100	-3	101	-2
O=C(CCCN1C(=O)c2cccc3cccc(c23)C1=O)Nc1nccs1	nt	nt	-18	105	nt	nt	nt	?	nt	101	-38
O=C(CCSc1nc(-c2ccco2)cc(C(F)(F)F)n1)N1CCN(c2ccccc2)CC1	-6	-10	12	100	-9	-3	-7	101	-3	99	-17

Other structures follow.
Compound	Bim-Bcl-XL	Bcl-B Bim block	Mcl1 Noxa PPI	RGS4-Gao reg	Bim-Bfl-1	Bcl-W Bim block	Bcl-2 Bim block	RGS7-Gao reg	Mcl-1 Bim block	RGS8-Gao	Mcl1 Bid PPI
CCN1CCC(NC(=O)Nc2ccc(F)cc2F)CC1	-5	-4	3	102	-14	-3	-7	106	-4	104	-10
CC(C)CC(=O)Nc1ccc(C(=O)NNC(=O)C(c2ccccc2)c2ccccc2)cc1	-1	-8	-2	98	-12	1	-3	97	1	100	1
COC(=O)c1ccc(Cn2cc(Cl)cn2)cc1	0	0	6	95	0	0	1	94	0	98	-7
CCOC(=O)Cc1csc(NC(=S)NC(=O)c2cc(OC)cc(OC)c2)n1	-7	-7	9	99	-7	-5	-3	?	0	100	-15
COc1cc(C(c2oc(CO)cc(=O)c2O)c2oc(CO)cc(=O)c2O)cc(OC)c1OC	0	0	9	80	-3	1	-1	77	0	86	-29
CCCCCCCOC(=O)C1=C(C)Nc2ncnn2C1c1cccs1 (centres undefined)	-6	-9	4	100	-11	-1	-9	98	-3	101	7
Cc1cc(N2CCOCC2)nc(N)n1	0	-2	10	99	-5	-2	-4	98	-7	100	-11
CCOc1ccc(NC(=S)N(CCc2c(C)[nH]c3ccccc23)Cc2ccco2)cc1	-5	-6	-21	nt	-2	-2	-1	nt	-3	nt	-12
O=C(O)Cc1ccc(NCc2ccccc2Cl)cc1	0	-2	20	99	-5	3	-3	97	-2	100	-19
COc1ccc(OCC(=O)N2CCN(C(=O)c3cccc(F)c3)CC2)cc1	0	3	7	106	2	4	4	108	1	114	12
CN(C)CCCN=c1cc(-c2ccccc2)oc2ccc(Cl)cc12	-4	0	7	114	4	-4	2	116	0	114	-13
CCCc1cc(C(=O)Nc2nnc(C)s2)cs1	1	-6	2	98	-1	-3	1	98	-2	100	-12

Single records, as listed above:
`CC(C)CC(=O)Nc1ccc(C(=O)NNC(=O)C(c2ccccc2)c2ccccc2)cc1` is listed with Bim-Bcl-XL: -1; Bcl-B Bim block: -8; Mcl1 Noxa PPI: -2; RGS4-Gao reg: 98; Bim-Bfl-1: -12; Bcl-W Bim block: 1; Bcl-2 Bim block: -3; RGS7-Gao reg: 97; Mcl-1 Bim block: 1; RGS8-Gao: 100; Mcl1 Bid PPI: 1
`N#C/C(=C\c1cccnc1)c1nc2ccccc2[nH]1` is listed with Bim-Bcl-XL: nt; Bcl-B Bim block: nt; Mcl1 Noxa PPI: 11; RGS4-Gao reg: 107; Bim-Bfl-1: nt; Bcl-W Bim block: nt; Bcl-2 Bim block: nt; RGS7-Gao reg: ?; Mcl-1 Bim block: nt; RGS8-Gao: 106; Mcl1 Bid PPI: -5
`COC(=O)c1ccc(Cn2cc(Cl)cn2)cc1` is listed with Bim-Bcl-XL: 0; Bcl-B Bim block: 0; Mcl1 Noxa PPI: 6; RGS4-Gao reg: 95; Bim-Bfl-1: 0; Bcl-W Bim block: 0; Bcl-2 Bim block: 1; RGS7-Gao reg: 94; Mcl-1 Bim block: 0; RGS8-Gao: 98; Mcl1 Bid PPI: -7

Other compounds:
Every second line gives: Bim-Bcl-XL | Bcl-B Bim block | Mcl1 Noxa PPI | RGS4-Gao reg | Bim-Bfl-1 | Bcl-W Bim block | Bcl-2 Bim block | RGS7-Gao reg | Mcl-1 Bim block | RGS8-Gao | Mcl1 Bid PPI
- CCC1CSC(Nc2ccc(C(=O)/C=C/c3ccc(Oc4ccccc4)cc3)cc2)=N1 (centres undefined)
 : -3 | -4 | 11 | 100 | 1 | 0 | 1 | 102 | -1 | 102 | 6
- CC1CCC2(CC1)NC(=O)N(Cc1nnc(-c3cccs3)o1)C2=O (centres undefined)
 : 0 | 2 | 2 | 101 | 5 | 0 | 2 | 98 | 0 | 99 | 14
- CC1CN=C(N(C(=S)Nc2ccccc2)c2cccc(C(F)(F)F)c2)S1 (centres undefined)
 : nt | nt | 12 | 109 | nt | nt | nt | ? | nt | 108 | -72
- CN(CCC(=O)Nc1ccc2c(c1)OCO2)Cc1ccccc1
 : -2 | -1 | 13 | 100 | 0 | 0 | -1 | 105 | 0 | 102 | -61
- CN(Cc1c(F)cccc1Cl)c1nnnn1-c1ccccc1
 : -8 | -9 | 15 | 102 | -17 | -4 | -12 | 99 | -4 | 102 | -8
- COc1ccccc1OCCOc1ccc(/C=N/n2cnnc2)cc1
 : -5 | -6 | 6 | 103 | -10 | -3 | -7 | 106 | 1 | 103 | 3
- COc1cccc(-c2cc(C(F)(F)F)nc(N3CCCCC3)n2)c1
 : -4 | -3 | 10 | 97 | -4 | -5 | 0 | 100 | -5 | 102 | -17
- O=C(NC(=S)Nc1ccc(S(=O)(=O)Nc2ncccn2)cc1)c1cccc(Br)c1
 : 1 | 0 | 10 | 104 | -1 | 0 | 3 | 99 | 0 | 104 | -30
- CC(C)CCN1CCN(CC(c2ccccc2)c2ccccc2)CC1CCO (centres undefined)
 : -3 | -4 | -6 | 96 | -5 | -1 | -1 | 97 | -3 | 96 | -26
- CC1(C)N=C(N)N=C(N)N1c1cccc(C(=O)O)c1
 : -1 | -2 | 10 | 106 | -2 | -4 | 0 | 102 | -1 | 109 | 12
- c1ccc2c(CSCCc3ccncc3)cccc2c1
 : -3 | 4 | 25 | 100 | 0 | -2 | -2 | 102 | 0 | 98 | -15
- CCc1nc(N)c(C#N)c(-c2cccnc2)c1C
 : -2 | -6 | 24 | 100 | -3 | -1 | -4 | 97 | -3 | 101 | -19
- CCN1C(=O)CC(N2CCN(CC(=O)NC(C)C)CC2)C1=O (centres undefined)
 : -3 | -2 | -15 | 103 | -3 | 0 | -3 | 100 | -2 | 99 | -28
- CCCCNC(=S)N/N=C/c1ccc(C#N)cc1
 : -3 | -5 | 3 | 96 | -6 | -3 | -3 | 94 | -2 | 99 | -34
- COc1ccc(/C=N\NC(=O)c2ccc(Cn3cc(Br)c([N+](=O)[O-])n3)o2)c(OC)c1C
 : -4 | -6 | -1 | 103 | -7 | -5 | 0 | 99 | 3 | 106 | -15
- CCCCc1nnc(NC(=O)CSc2nc(O)c(Cc3ccccc3)c(=O)[nH]2)s1
 : -4 | 0 | 9 | 109 | -1 | 0 | 0 | 105 | -2 | 106 | -27
- Cc1cc(C)c2c(c1)cc(C)c1nnc(SCC(=O)Nc3ccccc3N3CCOCC3)n12
 : -3 | -3 | 3 | 94 | 0 | -6 | 1 | 91 | -11 | 95 | -5
- O=C1c2cccc3cccc(c23)C(=O)N1OS(=O)(=O)c1ccc(Br)cc1
 : 8 | -6 | 19 | 103 | -5 | 1 | 15 | 143 | -1 | 101 | -20
